aGal spleen mod: inhibits or activates alpha-galactosidase in human spleen homogenate; P06280; human spleen homogenate, 4MU-alpha-Gal fluorescence, 40 min; Potency, µM (top dose mostly 80 µM), for inactives: at the highest dose activity change, negative = inhibition, most hits filed as inhibitors; actives 0.008% (n = 240,000);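 further: 0% = enzyme with vehicle and -100% = no enzyme basal signal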
Target sequence (P06280 32-429 limits assumed): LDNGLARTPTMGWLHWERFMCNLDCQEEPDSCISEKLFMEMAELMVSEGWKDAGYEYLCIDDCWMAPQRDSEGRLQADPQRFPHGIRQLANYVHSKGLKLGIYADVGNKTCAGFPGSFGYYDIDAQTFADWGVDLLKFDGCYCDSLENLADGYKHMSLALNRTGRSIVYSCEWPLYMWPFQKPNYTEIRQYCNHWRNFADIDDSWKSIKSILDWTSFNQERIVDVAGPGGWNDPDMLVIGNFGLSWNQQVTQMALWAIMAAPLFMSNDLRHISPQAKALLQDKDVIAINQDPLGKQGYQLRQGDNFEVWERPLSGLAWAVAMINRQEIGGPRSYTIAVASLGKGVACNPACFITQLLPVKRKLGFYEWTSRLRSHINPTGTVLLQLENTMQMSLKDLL
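Spleen homogenate 1 ug + cpd (titration) + 4-MU-alpha-D-galactopyranoside 1 mM; 37C 40 min; 50 mM citrate/phosphate pH 5.0, 0.01% Tween-20; stop pH 10; fluorescence 365/440; AC50 via Hill.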
GoLoco inh red: inhibitors of human Gai1-RGS12 GoLoco interaction (red fluorophore). P63096. Gai1:RGS12 GoLoco peptide FP, rhodamine, 10 min. Potency, µM (series often up to 61.6 µM), for inactives: at the highest dose activity, negative = inhibition, most hits filed as inhibitors. actives 0.44% (n = 230,000); active means well fitted inhibition curve with a large enough effect, not every such curve was filed as active; inactive means no such curve, though single readings can be large or run the other way; further: on the % scale 0 is the no-effect control and ±100 the full control effect; nearly all actives have a fitted effect of over 30% in size; many of its hits are not listed in these tables
Target sequence (P63096 whole entry, looked up): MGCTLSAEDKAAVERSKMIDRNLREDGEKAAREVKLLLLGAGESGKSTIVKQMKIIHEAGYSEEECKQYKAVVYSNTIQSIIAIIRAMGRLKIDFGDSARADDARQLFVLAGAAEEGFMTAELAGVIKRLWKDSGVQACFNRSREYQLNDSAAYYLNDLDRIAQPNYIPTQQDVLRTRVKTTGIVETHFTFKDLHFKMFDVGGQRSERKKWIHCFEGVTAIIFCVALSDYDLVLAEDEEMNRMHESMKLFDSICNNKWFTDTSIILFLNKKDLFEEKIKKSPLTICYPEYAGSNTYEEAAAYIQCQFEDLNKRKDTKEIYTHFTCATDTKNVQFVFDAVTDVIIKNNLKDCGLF
SMN2 splice up: increases expression of the SMN2 splice variant | actives 2.8% (n = 210,000) | Potency, µM (series often up to 46.1 µM), without a hit: top-dose activity change, positive = activation, hits mostly activators | HEK293 SMN2-luciferase splicing reporter, luminescence, 30-36 h; further: % of control where 0% means no effect; nearly all actives have a fitted effect of over 55% in size
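HEK293 cells carry an SMN2 minigene-luciferase reporter in which exon 7 inclusion puts luciferase in frame. Cells were seeded at 2000 cells/well, attached for 10-12 hours, then exposed to compounds for 30-36 hours at 37C before ONE-Glo luminescence.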
GAA glycogen: inhibitors or activators of human alpha-glucosidase glycogen cleavage. P10253. recombinant GAA, glycogen substrate, Amplex Red glucose oxidase fluorescence. Potency, µM (top dose mostly 76.4 µM), inactives show at the top dose activity change, negative = inhibition, actives largely listed as inhibitors. actives 0.38% (n = 300,000);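 further: 0% = full enzyme reaction and -100% = no-enzyme basal signal; the screen sought inhibitors and activators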
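Recombinant human alpha-glucosidase (4 nM final) hydrolysed bovine liver glycogen (30 ug) for 40 min at 37 C in pH 5.0 citrate/phosphate with 0.01% Tween-20. Released glucose detected by glucose oxidase/Amplex Red, Ex 573/Em 610 nm. Compounds up to 77 uM; AC50 from Hill fits.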
JMJD2E inh: JMJD2E (human) inhibition; B2RXH2; JMJD2E catalytic domain, FDH-coupled NADH fluorescence (FDH is formaldehyde dehydrogenase); Potency, µM (doses to about 57.1 µM), for the others: top-dose activity change, negative = inhibition, hits mostly inhibitors; actives 1.6% (n = 230,000); AID 2147; active means well fitted inhibition curve with a large enough effect, not every such curve was filed as active; inconclusive means small, poorly fitted or top-dose-only effect, or another doubt; inactive means no such curve, though single readings can be large or run the other way;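 further: 0% = wells with enzyme and -100% = buffer wells without enzyme; nearly all actives have a fitted effect of over 50% in size; many of its hits are not listed in these tables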
Target sequence (B2RXH2 1-337 limits assumed): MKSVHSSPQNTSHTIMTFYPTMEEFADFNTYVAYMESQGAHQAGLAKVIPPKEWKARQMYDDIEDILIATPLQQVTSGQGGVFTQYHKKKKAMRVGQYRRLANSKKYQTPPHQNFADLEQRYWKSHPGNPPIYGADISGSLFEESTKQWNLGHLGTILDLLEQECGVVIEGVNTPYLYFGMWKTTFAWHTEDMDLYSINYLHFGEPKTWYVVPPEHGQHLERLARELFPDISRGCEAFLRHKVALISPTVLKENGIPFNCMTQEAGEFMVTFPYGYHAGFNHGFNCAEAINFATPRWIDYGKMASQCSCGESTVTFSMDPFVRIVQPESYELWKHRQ
ALDH1A1 block: inhibitors of human aldehyde dehydrogenase 1A1; AID 1030; P00352; Potency, µM (titrated, usually from 75.3 µM), for inactives: at the highest dose activity, negative = inhibition, usual class: inhibitors; Purified ALDH1A1, NADH fluorescence, propionaldehyde substrate; actives 7.3% (n = 220,000); active means well fitted inhibition curve with a large enough effect, not every such curve was filed as active; inconclusive means small, poorly fitted or top-dose-only effect, or another doubt; inactive means no such curve, though single readings can be large or run the other way;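 further: plate controls were no enzyme wells and a reference inhibitor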
GAA spleen mod: inhibitors or activators of human alpha-glucosidase in spleen homogenate; actives 0.006% (n = 240,000); P10253; human spleen homogenate, 4-MU-alpha-glucoside fluorescence; Potency, µM (titrated, usually from 79.9 µM), for inactives: at the top dose activity change, negative = inhibition, most hits filed as inhibitors;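 further: 0% = enzyme with vehicle and -100% = no enzyme basal signal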
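Human spleen homogenate (1 ug) with 4-methylumbelliferyl-alpha-D-glucopyranoside (1 mM final) in 50 mM citrate/phosphate pH 5.0, 0.01% Tween-20; 40 min at 37 C. Stopped at pH 10; 4-MU fluorescence Ex 365/Em 440 nm; AC50 by Hill fit.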
GAA inh: blocks human lysosomal alpha-glucosidase. purified human GAA, 4-MU-alpha-glucoside fluorescence. actives 0.005% (n = 200,000). Potency, µM (highest dose often 76.9 µM), inactives show at the top dose activity change, negative = inhibition, actives largely listed as inhibitors;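 further: plate controls were uninhibited enzyme wells for no effect and no-enzyme background for full effect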
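Compounds are titrated up to 77 uM against 4 nM human enzyme. Substrate 4-methylumbelliferyl-alpha-D-pyranoside (400 uM) reacts 20 min at room temperature in pH 5.0 buffer; liberated 4-methylumbelliferone is read at 440 nm.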
An asterisk follows results filed as active; ? = inconclusive; . = not tested or not shown; & = joins results of further samples; [ ] = dose if it differs, or a comment. Unless noted, the call rests on the fitted dose curve; in most records, active means well fitted curve in the direction sought with a large enough effect; inconclusive means small, poorly fitted or top-dose-only effect, or another doubt; inactive means no such curve, though single readings can be large; an effect the other way counts as inactive or inconclusive. Potency means the concentration at half of the fitted maximal effect. A portion of the library. The share of hits here may be higher or lower than overall.

SMILES | aGal spleen mod | GoLoco inh red | SMN2 splice up | GAA glycogen | JMJD2E inh | ALDH1A1 block | GAA spleen mod | GAA inh
Cc1cc(Br)ccc1NC(=O)c1ccccc1-c1ccccc1 | 3% | . | . | -12% | 0% | ? | -1% | 1%
COc1cc2nc(C)sc2cc1SC | -5% | 0% | 7% | -4% | 0% | 5% | -3% | -4%
C=CCN1C(=O)C2(C(C#N)=C(N)Oc3n[nH]c(CCC)c32)c2ccccc21 (stereo unspecified) | 1% | 3% | 7% | -2% | -1% | -5% | -3% | -6%
CCN(Cc1ccccc1)C(=O)Cn1c(=O)n(CC(=O)NCc2ccco2)c(=O)c2sccc21 | -19% | 1% | -5% | -4% | -2% | 3% | -20% | -6%
CC(=O)N1N=C(C)CC1c1ccc(OCc2ccccc2)cc1 (stereo unspecified) | 10% | 5% | 6% | -3% | 2% | 0% | 3% | 4%
O=c1sc2ccccc2n1COc1ccccc1 | -4% | -5% | -17% | 8% | -2% | 1% | -3% | -3%
O=C(COc1ccc2ccccc2c1)N1CCN(C(=O)c2ccc([N+](=O)[O-])cc2)CC1 | -4% | 8% | -16% | 0% | -5% | -3% | . | 2%
CCNC(=O)c1ccc2c(c1)S(=O)(=O)c1ccccc1C2=O | -6% | 2% | -1% | -3% | 8% | ? | -9% | -4%
CC(C)C(=O)Nc1ccc(NC(=S)NC(=O)c2ccc([N+](=O)[O-])cc2)cc1 | -14% | 7% | -17% | 2% | 4% | ? | -17% | 5%
C=CCn1c(SCC(=O)c2ccc(NS(=O)(=O)c3ccccc3)cc2)nnc1-c1cccs1 | -2% | 2% | -13% | -3% | -15% | ? | -4% | ?
COc1cccc(Cn2c(=O)c(-c3ccc(F)cc3)nc3cncnc32)c1 | 0% | 2% | . | . | . | 3% | -3% | .
Cc1cc(C)c(C#N)c(Oc2ccccc2Br)n1 | 1% | 18% | 5% | -14% | -10% | 6% | 2% | 0%
COCCN(C(=O)CSc1nnc(-c2cccc(OC)c2)n1C)c1c(N)n(Cc2ccccc2)c(=O)[nH]c1=O | 2% | -1% | -24% | -7% | 8% | 24% | 2% | 4%
Cc1[nH]c2ccccc2c1C(=O)Cn1c(=O)oc2ccccc21 | 8% | -25% | -15% | 6% | 1% | 2% | 3% | -6%
CCC(=O)N1N=C(c2cccs2)CC1c1ccco1 (stereo unspecified) | -6% | 10% | . | 9% | ? | -6% | 1% | 8%
CCCn1c(SCC(=O)N2N=C3/C(=C/c4ccc(OC)cc4)CCCC3C2c2ccc(OC)cc2)n[nH]c1=O (stereo unspecified) | -5% | 3% | -13% | -7% | ? | ? | -3% | 6%
CCOC(=O)C(C(=O)N1CCOCC1)C1CCCCC1 (stereo unspecified) | -9% | 6% | 5% | 3% | 2% | 17% | 0% | -7%
CCOC(=O)CN(C(=O)CSc1nnc2c(n1)[nH]c1ccc(F)cc12)c1ccccc1 | -2% | 7% | -14% | 2% | 3% | -15% | -7% | ?
O[C@H]1[C@H]2c3cc4c(cc3CN3CCC(=C[C@@H]1O)[C@H]23)OCO4 | -17% | -3% | -55%[inhibitor] | . | . | -2% | -6% | .
CCOCCCNC(=O)c1ccccc1Br | -2% | 12% | . | 4% | -3% | 9% | -1% | -6%
O=C(O)c1ccc(CNCc2ccccc2F)cc1 | 9% | -1% | . | -6% | -5% | -7% | -1% | 9%
CCOC(=O)c1sc(NC(=O)CSc2nnc(-c3ccco3)o2)c(C(=O)OCC)c1C | 5% | 14% | -2% | 11% | -1% | -8% | 0% | -7%
CCN(CC)S(=O)(=O)c1ccc(OC)c(NC(=O)CSc2ccccc2)c1 | -2% | 11% | -2% | -9% | -7% | -11% | -4% | -8%
CCOC(=O)CCCNC(=O)CCNC(=O)c1ccc(OCC(C)C)cc1 | 1% | 7% | . | -1% | 6% | . | -3% | .

Of the compounds above, these have a thiophene ring, fused or not.
SMILES | aGal spleen mod | GoLoco inh red | SMN2 splice up | GAA glycogen | JMJD2E inh | ALDH1A1 block | GAA spleen mod | GAA inh
CCN(Cc1ccccc1)C(=O)Cn1c(=O)n(CC(=O)NCc2ccco2)c(=O)c2sccc21 | -19% | 1% | -5% | -4% | -2% | 3% | -20% | -6%
C=CCn1c(SCC(=O)c2ccc(NS(=O)(=O)c3ccccc3)cc2)nnc1-c1cccs1 | -2% | 2% | -13% | -3% | -15% | ? | -4% | ?
CCC(=O)N1N=C(c2cccs2)CC1c1ccco1 (stereo unspecified) | -6% | 10% | . | 9% | ? | -6% | 1% | 8%
CCOC(=O)c1sc(NC(=O)CSc2nnc(-c3ccco3)o2)c(C(=O)OCC)c1C | 5% | 14% | -2% | 11% | -1% | -8% | 0% | -7%

Other structures:
SMILES | aGal spleen mod | GoLoco inh red | SMN2 splice up | GAA glycogen | JMJD2E inh | ALDH1A1 block | GAA spleen mod | GAA inh
CCCCCCCCNC(=O)CCNC(=O)c1ccc(C(C)(C)C)cc1 | 4% | -12% | -34%[inhibitor] | 1% | -9% | ? | -4% | -11%
Cn1cccc1CC(=O)N/N=C/c1cc([N+](=O)[O-])ccc1Cl | -6% | 9% | . | 6% | 3% | -6% | -2% | 10%
COc1ccc(N2C(=O)C(CC(=O)Nc3ccccc3)N(CCc3ccc(OC)c(OC)c3)C2=O)cc1 (stereo unspecified) | 0% | -9% | -17% | -8% | 9% | -5% | 1% | -6%
O=C(NCc1ccc2c(c1)OCO2)C1CCCN1C(=O)Nc1ccccc1 (stereo unspecified) | 2% | -7% | 4% | 1% | 3% | 8% | -2% | -4%
CC(=O)Oc1ccc2oc3c(c2c1)C(=O)CCC3 | 2% | 3% | -29% | 3% | 4% | 7% | -1% | -2%
COc1ccc(C(=O)Nc2ccc(CN3CCOCC3)cc2)cc1 | 3% | 7% | -18% | -11% | 6% | -9% | -2% | 1%
Cc1onc(-c2ccccc2)c1NC(=O)Nc1c(-c2ccccc2)noc1C | -9% | 6% | -5% | -6% | -9% | -11% | 6% | 3%
O=C(COc1ccc(Cl)cc1Cl)NC(=O)N1CCOCC1 | 0% | -3% | 20% | 4% | 4% | 11% | -3% | -9%
Cc1ccc(CNC(=O)Cn2c([N+](=O)[O-])cnc2C)cc1 | 4% | 13% | -7% | -3% | 5% | -9% | -14% | 4%
O=C(OCc1ccccc1)c1ccccc1O | 12% | -4% | 1% | . | . | -6% | 8% | .
O=C(CN1C(=O)CSC1=O)N1CCCCC1 | 1% | -2% | -12% | 7% | 5% | 4% | -6% | ?
CS(=O)(=O)N1CCN(c2ccc(NC(=O)c3ccccc3)cc2)CC1 | 2% | 16% | 10µM* | 5% | 1% | -3% | 6% | 5%
COc1ccc(-n2c(=O)c(-c3cn(C)c4ccccc34)nc3cnc(N4CCOCC4)nc32)cc1 | 10% | 14% | . | . | . | ? | -6% | .
c1ccc(-c2nnc3n2-c2ccccc2SC3)cc1 | 3% | 7% | . | -2% | 7% | . | -2% | .
Cc1c(N/C(=N/S(=O)(=O)c2ccccc2)c2ccc(Cl)cc2)c(=O)n(-c2ccccc2)n1C | -6% | -10% | 2% | 15% | 1% | ? | -1% | 0%
O=Cc1ccc(Oc2ccc(F)cc2)nc1 | 9% | 5% | 8% | 2% | -17% | 16µM* | . | -4%
COc1cc(-c2nnc(SCC(=O)/C(C#N)=C(\C)N)o2)cc(OC)c1OC | -14% | 10% | 23% | -4% | -5% | 5% | -15% | 2%
O=C(CSC1CC(=O)N(c2ccc(C(=O)O)cc2)C1=O)Nc1ccc2ccccc2c1 (stereo unspecified) | -9% | 10% | . | -12% | 12% | -15% | 8% | -8%
O=S(=O)(c1ccc2c(c1)OCCO2)N1CCC(c2nc3ccccc3[nH]2)CC1 | 3% | 7% | -24% | 1% | 3% | 6% | 0% | 12%
CCNC(=O)C12CCC(C)(c3nc4cc(C)c(C)cc4nc31)C2(C)C (stereo unspecified) | -1% | 7% | -8% | 6% | 6% | 10% | -4% | 2%
O=C(Nc1cccc2ncccc12)C12CC3CC(CC(C3)C1)C2 | 0% | 13% | -58%[inhibitor] | 1% | -29% | -15% | -16% | -5%
CC(=O)Nc1ccccc1N(CC(O)Cn1c2ccccc2c2ccccc21)S(=O)(=O)c1ccc(C)cc1 (stereo unspecified) | 4% | -2% | -24% | 3% | -13% | 3% | 7% | -7%
Cc1cc(NC(=O)C(=O)c2cn(C)c3ccccc23)no1 | -4% | 5% | 1% | -4% | -2% | -1% | -3% | 0%
Cc1ccccc1OCC(=O)NNC(=S)NC(=O)c1ccco1 | 5% | -4% | -30%[inhibitor] | -10% | ? | ? | 4% | 0%
CC(=O)c1cc(NC(=O)c2cccc(C(F)(F)F)c2)c(=O)oc1/C=C/N(C)C | 4% | -3% | -13% | -10% | 7% | 5% | -2% | 0%
COc1ccc(Oc2cc(Cl)nc(N)n2)cc1 | -8% | -1% | 13% | 6% | 5% | -4% | -1% | 11%
O=C(OCc1nnc(-c2ccccc2)o1)c1ccccc1 | -2% | 4% | 9% | 11% | 9% | -1% | 3% | 1%
COc1ccc(C2CC(C(F)(F)F)n3nc(C(=O)N(C)Cc4cn(C)nc4C)c(Cl)c3N2)cc1 (stereo unspecified) | -9% | 4% | -34%[inhibitor] | 2% | -7% | -1% | -12% | -5%
COc1ccc(C2CC(=O)Nc3sc(=N)c4c(N)c(C#N)c(N)nc4c32)cc1OC (stereo unspecified) | 27% | 28% | 20% | -24% | . | ? | 0% | 0%
COc1cccc(CNC(=O)C2CCN(Cc3cnn(-c4ccccc4)c3-n3cccc3)CC2)c1 | -19% | 2% | -9% | 4% | 0% | -6% | -4% | -6%
CCN1c2ccc(S(=O)(=O)N3CCOCC3)cc2N(Cc2ccc(OC)cc2)C1C (stereo unspecified) | -12% | 188%[activator] | 5% | ? | ? | ? | -3% | -11%
Cc1ccc(S(=O)(=O)N2CCC(=O)N(CCOCc3ccc(C(F)(F)F)cc3)CC2)cc1 | -10%&-2% | 30%&0%[activator] | -89%[inhibitor] | -3% | -3% | -1%&-2% | -8%&-5% | -4%
CCOc1ccc(-n2c(C)nnc2SCC(=O)N(CC)CC)cc1 | 4% | 7% | 16% | -12% | 2% | 6% | 2% | -8%

Screening results: PubChem, National Center for Advancing Translational Sciences (NCATS)
